From PubChem
D1 antag – antagonists of human D1 dopamine receptor. activity change, negative = inhibition, % at 10 µM. 3.2% of 360,000 active. AID 504652. P21728. HEK293 TREx D1 cells, calcium flux, dopamine EC80; stronger effect = lower value; in the data active = activity change below about -30%; also: % is scaled to controls: 0 for no effect and ±100 for the full control effect
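After overnight tetracycline induction at 30 C, force-coupled D1 HEK293 cells took up a no-wash calcium dye at room temperature. Compounds were added and monitored 180 s, and the response to EC80 dopamine was then recorded.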
D1 ag – agonists of human D1 dopamine receptor; 1% of 360,000 active; activation, % at 2 µM; P21728; HEK293 T-REx D1 cells, calcium flux, agonist mode; in the data active = activation above about 30%; also: 0% is about no effect
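Agonism was scored from calcium flux recorded over 180 s (1 read/s) after pintool compound addition, following a 10-cycle baseline. Cells were inducible force-coupled HEK293 TREx D1, plated overnight at 30 C and loaded with no-wash calcium dye.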
Vif-APOBEC3F blk – inhibitors of Vif-A3F interaction; Potency, µM (doses to about 46.1 µM), without a hit: at the top dose activity, negative = active; HeLa A3F-eYFP + Vif (tagged APOBEC3F with the HIV-1 protein that degrades it), YFP fluorescence increase; 0.2% of 390,000 active; also: potency is read from the fitted curve at half-maximal effect; % of control where 0% means no effect; nearly all actives have a fitted effect of over 65% in size
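Fluorescence increase (Ex 488/Em 500-530) after overnight compound treatment at 37 deg C flags inhibition of Vif-driven A3F-eYFP loss in stable HeLa A3F-eYFP/Vif cells seeded overnight beforehand.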
RXFP1 ag – RXFP1 (human) receptor agonism; HEK293T-RXFP1 cAMP TR-FRET, 30 min; response scale: percent of porcine relaxin response, buffer zero; Potency, µM (series often up to 57.5 µM), without a hit: at the top dose activation, usual class: activators; 0.3% of 370,000 active; AID 2676; also: potency is read from the fitted curve at half-maximal effect; % is scaled to controls: 0 for no effect and ±100 for the full control effect; nearly all actives have a fitted effect of over 60% in size; many of its hits are not listed in these tables
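HEK293T cells stably expressing RXFP1 were pretreated with the PDE4 inhibitor Ro 20174, exposed to compounds for 30 min at 37C, lysed, and cAMP was read by TR-FRET. Data normalized to buffer (basal) and 29 nM porcine relaxin (100%).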
D2 PAM – positively modulates the human D2 dopamine receptor allosterically; 0.34% of 340,000 active; potentiation, % at 10 µM; AID 485347; HEK293 T-REx D2, calcium flux, EC20 dopamine potentiation; P14416;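 active = potentiation over 3 SD above the plate norm, cut at about 30% in these data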; also: 0% is about no effect
Target sequence (P14416 whole entry, looked up): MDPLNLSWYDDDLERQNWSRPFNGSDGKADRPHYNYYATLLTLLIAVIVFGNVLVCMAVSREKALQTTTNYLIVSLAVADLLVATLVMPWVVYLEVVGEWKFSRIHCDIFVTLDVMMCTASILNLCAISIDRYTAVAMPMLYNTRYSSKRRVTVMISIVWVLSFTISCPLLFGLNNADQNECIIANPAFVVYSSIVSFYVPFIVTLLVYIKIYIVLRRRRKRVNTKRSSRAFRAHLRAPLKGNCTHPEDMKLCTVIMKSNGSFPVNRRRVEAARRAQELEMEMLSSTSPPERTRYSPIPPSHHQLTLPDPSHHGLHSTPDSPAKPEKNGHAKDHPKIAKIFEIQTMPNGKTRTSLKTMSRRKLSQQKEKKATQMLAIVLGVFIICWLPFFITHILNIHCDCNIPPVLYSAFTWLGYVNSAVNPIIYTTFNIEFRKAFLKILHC
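Potentiation of an EC20 dopamine calcium response is measured in a force-coupled, tetracycline-inducible Hek293 Trex D2 line. Compound-only kinetic reads over 180 s flag agonists before dopamine addition.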
Vif-A3G inh – Vif-A3G binding inhibition; Q9HC16; HeLa A3G-eYFP + Vif (tagged APOBEC3G with the HIV-1 protein that degrades it), YFP fluorescence, overnight; Potency, µM (top dose mostly 46.1 µM), inactives show top-dose activity, negative = active, usual class: inhibitors; 0.076% of 410,000 active;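 also: potency is read from the fitted curve at half-maximal effect; % is scaled to controls: 0 for no effect and ±100 for the full control effect; nearly all actives have a fitted effect of over 60% in size; hits raise eYFP signal because A3G escapes Vif-driven loss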
Target sequence (Q9HC16 whole entry, looked up): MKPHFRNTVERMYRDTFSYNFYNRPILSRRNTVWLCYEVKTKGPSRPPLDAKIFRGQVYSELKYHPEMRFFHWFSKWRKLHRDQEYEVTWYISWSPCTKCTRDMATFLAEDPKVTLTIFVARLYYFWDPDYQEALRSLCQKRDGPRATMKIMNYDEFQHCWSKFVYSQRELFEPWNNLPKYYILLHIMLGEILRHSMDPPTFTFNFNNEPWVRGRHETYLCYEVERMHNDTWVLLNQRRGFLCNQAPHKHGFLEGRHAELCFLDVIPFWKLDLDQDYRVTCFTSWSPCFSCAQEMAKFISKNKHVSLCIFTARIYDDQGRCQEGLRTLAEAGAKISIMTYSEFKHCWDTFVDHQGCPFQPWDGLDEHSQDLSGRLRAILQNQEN
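Read-out is eYFP fluorescence (Ex 488/Em 500-530) from Vif-expressing HeLa A3G-eYFP cells; more signal means A3G escaped Vif-mediated degradation. Cells plated overnight, compound pinned in, incubated overnight at 37 deg C.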
LDHA block – blocks human lactate dehydrogenase A; activity change, % (values are at about 110 or 230 µM); P00338; purified LDHA, NADH/diaphorase-resazurin fluorescence; stronger effect = lower value; 0.15% of 480,000 active; in the data active = activity change below about -30%; inconclusive = mostly about -25% to -30%;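 also: plate controls were DMSO wells for no effect and wells without enzyme for full effect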
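Resorufin fluorescence (ex540/em590), read at 0 and 20 min after diaphorase/resazurin addition, reports the NADH left after a 5 min room-temperature reaction of 2 nM human LDH5 with 0.06 mM NADH and 0.2 mM pyruvate.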
D1 potentiator – human D1 dopamine receptor positive modulation; P21728; HEK293 TREx D1 cells, calcium flux, dopamine EC20 potentiation; potentiation, % at 10 µM; 0.036% of 360,000 active; AID 504651; in the data active = potentiation above about 30%; also: 0% is about no effect
Glioma ERSR ind – ER stress response induction in glioma; U87-MG GRP78 promoter luciferase reporter, 16 h; 0.02% of 420,000 active; Potency, µM, for the others: at the top dose activation, usual class: activators; AID 602332; also: potency is read from the fitted curve at half-maximal effect; series mostly up to about 76 µM; % of control where 0% means no effect; nearly all actives have a fitted effect of over 35% in size
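Stably transfected U87-MG human glioma cells carrying a GRP78-based luminescent sensor were seeded at 1000 cells/well, pin-dosed with compounds and incubated 16 h. Luciferase reagent was then added, and end-point luminescence was read after 10 min at room temperature.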
Numbers without * were called inactive; ? = inconclusive; . = not tested or not shown; & = joins results of further samples. Unless noted, calls follow the shape of the dose curve; as a rule, active = well fitted curve in the direction sought with a large enough effect; inconclusive = small, poorly fitted or top-dose-only effect, or another doubt; inactive = no such curve, though single readings can be large; an effect the other way counts as inactive or inconclusive. These rows are one share of the data; count on the stated rates, not on these rows.

SMILES	D1 antag	D1 ag	Vif-APOBEC3F blk	RXFP1 ag	D2 PAM	Vif-A3G inh	LDHA block	D1 potentiator	Glioma ERSR ind
O=C(Cn1ncc2c3ccccc3n(Cc3ccc(F)cc3)c2c1=O)N1CCN(c2ncccn2)CC1	6	5	6%	3.0%	9	-1%	2	3	-1%
O=C(O)c1cc(-c2cccnc2)nc2ccccc12	8	1	-5%	-1.4%	2	2%	-8	3	-4%
COc1ccc(Nc2nc(Cl)nc(Nc3ccc(OC)cc3)n2)cc1	-8	2	-28%	2.3%	.	1%	-10	1	-6%
O=[N+]([O-])c1ccc(-c2nc(Nc3ccc(O)cc3)c3ccccc3n2)cc1	-12	0	-10%	8.0%	10	-12%	-3&11	-3	6%
N#CC1(NC(=O)CN2C(=O)NC(Cc3c[nH]c4ccccc34)C2=O)CCCCC1 (centres undefined)	.	.	-4%	.	.	-2%	1	.	-5%
Cc1cc(C)c(NC(=O)CN(C)C(=O)C2CC(=O)N(c3cccc4ccccc34)C2)c(C)c1 (centres undefined)	5	3	3%	-0.7%	-4	-2%	-2	-3	-6%
Cc1ccc(NC(=O)COc2ccccc2CNC(C)(C)CC(C)(C)C)cc1	-6	62*	1%	-2.1%	7	2%	2	-5	-12%
CCCN1C2=NCCN2c2cc(C)c(C)cc21	2	1	-1%	0.4%	6	0%	-6	-6	-5%
CC1Sc2ccc(S(=O)(=O)CCC(=O)Nc3cc(F)ccc3F)cc2NC1=O (centres undefined)	-22	0	-2%	-5.3%	1	-3%	-1	-4	-1%
CC(C)(C)C(O)CN1CCCC1 (centres undefined)	4	1	0%	0.3%	.	-1%	1	-2	1%
CCOC1=C/C(=C/c2c(N)n3nc(CC(=O)N4CCCC4)sc3nc2=O)C=CC1=O	-4	15	?	2.0%	-1	-7%	-4	-2	-1%
Cc1cc(=O)oc2c(C)c(OCC(=O)N(C)C)ccc12	6	-1	1%	3.4%	1	-7%	-1	4	1%
COC(=O)COc1ccc2cc(-c3ccc(OC)cc3)c(=O)oc2c1	-16	11	-2%	21%	1	-1%	-2&10	-6	3%
CCOc1nc(-c2ccccc2)ccc1-c1noc(-c2ccc(C)cc2)n1	-6	5	0%	?	6	-6%	0	-8	0%
Cc1ccccc1Nc1nc(N)nc(COC(=O)c2cccc(S(=O)(=O)NCc3ccccc3)c2)n1	8	4	10%	3.6%	.	-2%	-4	5	-9%
COc1ccc(C2=NS(=O)(=O)N(C)C(C(=O)N3CCN(C)CC3)=C2)cc1	-12	2	5%	1.8%	8	0%	-2&-1	-2	-2%
COC(=O)Cc1ccc(NC(=S)NCC(C)C)cc1	-6	3	1%	1.9%	-1	2%	-2	-11	2%
S=c1[nH]nc(COc2ccccc2)n1/N=C/c1c(Cl)cccc1Cl	0	6	-1%	1.4%	5	-6%	-3	6	-1%
Cc1[nH]n(-c2ccccc2)c(=O)c1N=Nc1nccs1	-26	8	-2%	-0.3%	1	-5%	3	-4	7%
O=c1c2ccccc2nc(-c2ccc([N+](=O)[O-])cc2)n1O	1	-3	2%	?	31*	-3%	0	1	-2%

Taken from the results shown (4 entries):
SMILES	D1 antag	D1 ag	Vif-APOBEC3F blk	RXFP1 ag	D2 PAM	Vif-A3G inh	LDHA block	D1 potentiator	Glioma ERSR ind
COC(=O)Cc1ccc(NC(=S)NCC(C)C)cc1	-6	3	1%	1.9%	-1	2%	-2	-11	2%
S=c1[nH]nc(COc2ccccc2)n1/N=C/c1c(Cl)cccc1Cl	0	6	-1%	1.4%	5	-6%	-3	6	-1%
Cc1[nH]n(-c2ccccc2)c(=O)c1N=Nc1nccs1	-26	8	-2%	-0.3%	1	-5%	3	-4	7%
O=c1c2ccccc2nc(-c2ccc([N+](=O)[O-])cc2)n1O	1	-3	2%	?	31*	-3%	0	1	-2%

The main list resumes with the two entries that preceded the break.
SMILES	D1 antag	D1 ag	Vif-APOBEC3F blk	RXFP1 ag	D2 PAM	Vif-A3G inh	LDHA block	D1 potentiator	Glioma ERSR ind
Cc1[nH]n(-c2ccccc2)c(=O)c1N=Nc1nccs1	-26	8	-2%	-0.3%	1	-5%	3	-4	7%
O=c1c2ccccc2nc(-c2ccc([N+](=O)[O-])cc2)n1O	1	-3	2%	?	31*	-3%	0	1	-2%
CCN(CC)c1ccc(S(=O)(=O)N2CCOCC2)cc1NC(=O)CN1CCN(Cc2ccccc2)CC1	-2	1	3%	0.0%	-11	0%	-14	-2	-4%
O=C(NC1CCCC1)C(c1cccs1)N(C(=O)c1ccco1)c1ccc2c(c1)OCCO2 (centres undefined)	-9	-1	-9%	2.5%	.	-1%	-2	1	-5%
CN(C)CCCNS(=O)(=O)c1ccc(-n2nnc3ccccc32)c([N+](=O)[O-])c1	-9	11	17%	-0.1%	1	0%	7	.	-2%
CCN(CC)CCN1C(=O)c2ccccc2NC1c1ccc(F)cc1 (centres undefined)	-3	3	-6%	-1.4%	-6	-1%	-3&3	1	8%
O=C(NC(=S)Nc1cccc(F)c1)c1cccc([N+](=O)[O-])c1	-14	7	-23%	-2.8%	-23	0%	-20	-5	6%
C[C@@H]1CN([C@@H](C)CO)S(=O)(=O)c2ccc(Br)cc2O[C@H]1CN(C)Cc1ccncc1	.	.	0%	.	.	-7%	-2	.	-3%
CCN(CC)S(=O)(=O)c1ccc2[nH]cc(C(=O)NCCCN3CCCCC3C)c(=O)c2c1 (centres undefined)	-14	3	2%	1.8%	-2	1%	5	1	-1%
COc1ccc(Cl)cc1N(CC(=O)N1CCCCC1)S(C)(=O)=O	-1	7	-11%	1.3%	0	0%	-7	-3	-3%
O=C(Cn1cnc2cc([N+](=O)[O-])ccc2c1=O)Nc1cccc(S(=O)(=O)N2CCOCC2)c1	17	4	6%	16%	5	2%	0	5	-10%
O=C(Nc1cccc(OCC(=O)N2CCOCC2)c1)c1cccc([N+](=O)[O-])c1	4	1	10%	0.5%	11	1%	1	2	-3%
CCN(CC(=O)Nc1c(F)cccc1F)C(=O)CN1c2cccc3cccc(c23)S1(=O)=O	-2	3	5%	0.1%	2	1%	6	-5	-3%
O=C(CCS(=O)(=O)c1ccc(Cl)cc1)NC1CCCC1	.	.	-2%	.	.	-1%	-19	.	-2%
CC1CCCN(S(=O)(=O)c2csc(C(N)=O)c2)C1 (centres undefined)	4	2	1%	0.0%	-16	0%	-3	-7	-6%
N#Cc1sc2nc(-c3ccccc3)cc(C(F)(F)F)c2c1N	3	6	?	11%	.	-13%	-1	-7	-3%
CC(=O)N1CCCC1c1nc2ccccc2n1Cc1ccccc1Cl (centres undefined)	2	0	-4%	-3.3%	0	1%	-2	-1	0%
CCOC(=O)COc1ccc(CCNC(C)=O)cc1	-22	-1	-8%	-0.6%	0	-2%	-2	1	-4%
Cc1ccc(S(=O)(=O)N2CC3(O)CN(C(=O)OC(C)C)N(C(=O)OC(C)C)CC3(OC(=O)NC3CCCC3)C2)cc1 (centres undefined)	.	.	-10%	.	.	0%	3	.	-3%
CCOc1ccc(C(=O)c2oc3ccccc3c2NC(=O)Cc2coc3cc(C)cc(C)c23)cc1	-16	3	-1%	1.9%	18	1%	-10	0	-3%
CC(NC(=O)CCc1c[nH]c2ccccc12)c1ccccc1 (centres undefined)	-20	-2	-2%	-0.1%	10	4%	0&-3	-2	-4%
COc1cc2[nH]cc(C(=O)NCCc3ccccc3)c(=O)c2cc1OC	-32*	0	2%	-0.3%	39*	2%	-2	-8	-3%

Shown with two lines to a compound: part of the list above
Below each compound – D1 antag, D1 ag, Vif-APOBEC3F blk, RXFP1 ag, D2 PAM, Vif-A3G inh, LDHA block, D1 potentiator, Glioma ERSR ind
CN(C)CCCNS(=O)(=O)c1ccc(-n2nnc3ccccc32)c([N+](=O)[O-])c1
  -9, 11, 17%, -0.1%, 1, 0%, 7, ., -2%
CCN(CC)CCN1C(=O)c2ccccc2NC1c1ccc(F)cc1 (centres undefined)
  -3, 3, -6%, -1.4%, -6, -1%, -3&3, 1, 8%
